ERp5 inh: ERp5 (human) disulfide isomerase inhibition. ERp5 insulin aggregation, absorbance 650 nm, 90 min. 0.05% of 350,000 active. inhibition, % at 9.99 µM. AID 651711;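 active = mean replicate inhibition above about 25%, with every replicate also reaching it, limit read from the data, passing the limit was not always enough; inconclusive = only one of those two criteria met; inactive = neither criterion met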
Target sequence (Q15084 whole entry, looked up): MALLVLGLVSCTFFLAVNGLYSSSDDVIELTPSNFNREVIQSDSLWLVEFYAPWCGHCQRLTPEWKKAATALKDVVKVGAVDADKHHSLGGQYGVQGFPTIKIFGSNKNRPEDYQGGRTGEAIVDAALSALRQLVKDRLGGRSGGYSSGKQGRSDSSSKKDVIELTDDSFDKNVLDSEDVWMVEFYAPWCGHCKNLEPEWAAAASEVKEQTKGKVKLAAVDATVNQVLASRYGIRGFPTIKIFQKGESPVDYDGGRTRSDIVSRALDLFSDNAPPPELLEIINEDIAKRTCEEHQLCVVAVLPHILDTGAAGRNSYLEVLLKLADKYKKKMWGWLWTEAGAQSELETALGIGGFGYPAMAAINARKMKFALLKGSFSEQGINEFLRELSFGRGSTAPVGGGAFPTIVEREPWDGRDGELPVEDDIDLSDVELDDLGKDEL
PglD inh: inhibitors of Campylobacter jejuni PglD acetyltransferase; purified PglD enzyme, DTNB colorimetric CoA detection; inhibition, % at 12.5 µM; 0.098% of 360,000 active; AID 602405; in the data active = inhibition above about 16%, passing the limit was not always enough; inconclusive = no clear call, values can overlap the other calls; also: strong numbers were not always called active
RAD52 inh: RAD52 (human) annealing inhibition | P43351 | recombinant RAD52 DNA annealing, FRET fluorescence | inhibition, % at 18.7 µM | 0.46% of 360,000 active | AID 651710;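 active = every replicate showing at least 50% inhibition; inconclusive = mean inhibition at least 50% but not in every replicate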
esBAF inh: blocks esBAF chromatin remodeling in mouse ES cells; Bmi1-luciferase knock-in reporter, 24 h; 100% = twice the neutral-well signal; reporter increase, % at 12.5 µM; 2% of 350,000 active; in the data active = activation above about 40%; inconclusive = no clear call, values can overlap the other calls;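 also: 0% = median of the plate's neutral control wells and 100% = double that signal; a rise in the Bmi1 reporter signal indicates esBAF inhibition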
RAD54 inh: RAD54 (human) branch migration inhibition. Q92698. RAD54 Holliday junction branch migration, FAM/BHQ fluorescence. inhibition, % at 10.4 µM. 0.14% of 360,000 active. AID 602329;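 active = mean normalized replicate activity at least 40 and at least half of replicates scoring 40 or more; inconclusive = only one of the two criteria met; inactive = mean below 40 and under half of replicates reaching 40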;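 also: 0% = median of neutral control wells and 100% = median of positive control wells; inhibitors cause a drop in the FAM fluorescence signal; in these data hits start at about 50%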
ARNT-TACC3 inh: disruptors of human ARNT/TACC3 interaction. AlphaScreen His-ARNT PAS-B/GST-TACC3 binding, luminescence; TACC3 fragment carries E629A point mutation. inhibition, % at 9.99 µM. 0.66% of 390,000 active. AID 623870;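 active = mean inhibition of replicates at least 50% and at least half of replicates each reaching 50%; inconclusive = half or more replicates reach 50% but mean below 50%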;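 also: 0% = complete ARNT plus TACC3 wells and 100% = ARNT alone without TACC3; many hits fall short of the cut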
CASP6 VEID inh: caspase-6 (human) enzyme inhibition. P55212. inhibition, % at 12.5 µM. purified caspase-6, Z-VEID-R110 cleavage fluorescence. 0.53% of 350,000 active;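 active = mean inhibition across replicates at least about 35%, with every replicate also reaching that limit, limit read from the data; inconclusive = only one of the two criteria met; inactive = neither criterion met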;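 also: 0% = median of neutral control wells and 100% = no fluorescence left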
Target sequence (P55212 24-179 limits assumed): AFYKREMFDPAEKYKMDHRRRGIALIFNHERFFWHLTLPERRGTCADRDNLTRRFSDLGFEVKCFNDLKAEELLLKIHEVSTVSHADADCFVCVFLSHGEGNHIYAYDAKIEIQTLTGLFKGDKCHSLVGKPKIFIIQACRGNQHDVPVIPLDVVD
Target sequence (P55212 194-293 limits assumed): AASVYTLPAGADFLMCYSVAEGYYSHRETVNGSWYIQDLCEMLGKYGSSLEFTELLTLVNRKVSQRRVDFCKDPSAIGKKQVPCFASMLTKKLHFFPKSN
E-sel inducer: induces E-selectin expression in human endothelial cells | P16581 | HUVEC E-selectin immunofluorescence imaging; normalized: neutral wells 0, TNF-alpha wells 100 | activation, % at 7.58 µM | 0.37% of 260,000 active;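 active = mean E-selectin-positive cell signal at least 10% of the positive control, reached in at least 60% of replicates, without over 20% cell loss; inconclusive = no rule given, readout overlaps actives, possibly toxicity-flagged; inactive = the rest, including those meeting only one limit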;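 also: in these data hits start at about 27%; measured in HUVEC primary endothelial cells; signal is the percent of cells scored E-selectin positive by PE staining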
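Test system – human umbilical vein endothelial cells (HUVEC), E-selectin induction · Input – 3,000 HUVEC seeded per well · Buffer or medium – EGM-2, gelatin · Compound dosing – single-point compound dose · Detection – immunofluorescence imaging · Measure – percent E-selectin-positive cells · Controls – TNF-alpha high, DMSO low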
Numbers without * were called inactive; ? = inconclusive; · = no result given; & = joins results of further samples.

structure | ERp5 inh | PglD inh | RAD52 inh | esBAF inh | RAD54 inh | ARNT-TACC3 inh | CASP6 VEID inh | E-sel inducer
COc1ccc(CC(=O)NC(CC(=O)O)c2ccc(OC)cc2)cc1 (centres undefined) | · | 4 | · | -9 | -1 | -13 | · | ·
O=C(C[C@@H]1C[C@H]2c3cc(NC(=O)Cc4ccncc4)ccc3O[C@H]2[C@H](CO)O1)NCc1ccc2c(c1)OCO2 | 8 | -3 | -1 | 0 | 2 | 12 | -2 | 0.1
Cc1ccc(OCC(=O)Nc2ccc3c(c2)nc2n3CCOC2)cc1 | · | 0 | · | 2 | -1 | -4 | · | ·
COC(=O)C[C@@H]1CC[C@H]2[C@H](COc3ccc(NS(=O)(=O)c4ccccc4Cl)cc3C(=O)N2C)O1 | 2 | 8 | 4 | 1 | 1 | -2 | 2 | 0.0
CCNC(=O)[C@H]1[C@H](CO)[C@H]2Cn3c(ccc(C4=CCCC4)c3=O)[C@H]2N1C(=O)CC1CC1 | -8 | -1 | -21 | 0 | -3 | -5 | 1 | -0.2
CC=Cc1ccc2n(c1=O)C[C@@H]1[C@@H](CO)[C@H](C(=O)NCC3CC3)[C@H]2N1C(=O)c1ccccc1 (mixture of isomers) | 2 | 0 | -10 | 1 | 11 | -2 | -1 | -0.5
C[C@H](CO)N1C[C@H](C)[C@@H](CN(C)C(=O)c2ccccc2)OCc2ccccc2-c2c(n(C)c3ccccc23)C1=O | 4 | 3 | 15 | 3 | -9 | -6 | -1 | -0.2
Cc1ccc(NC(=O)CSc2nc(C)c(Cc3ccccc3)c(=O)[nH]2)cc1C | -3 | · | 7 | · | · | -4 | -8 | ·
CC(=O)Nc1ccc(S(=O)(=O)NCCC(=O)OCc2ccccc2F)cc1 | -1 | -1 | -12 | -6 | -2 | · | -1 | -0.5
NC(=O)NCCCC(=O)O | -6 | -1 | -3 | -13 | 7 | -19 | -2 | ·
CC(C)Oc1ccc(F)cc1-c1cc(C(=O)NCc2cc(C(F)(F)F)cc(C(F)(F)F)c2)[nH]n1 | 1 | -1 | -5 | -14 | 1 | · | 8 | 1.0
COc1ccc(OC)c(S(=O)(=O)N2CCC(C(=O)N3CCOCC3)CC2)c1 | -1 | -6 | -15 | -7 | -5 | -2 | -3 | -3.6
COCC(=O)Nc1ccc2c(c1)OC[C@H](C)N(C(=O)c1ccncc1)C[C@@H](C)[C@H](OC)CN(C)C2=O | -4 | 3 | 4 | 2 | 0 | 5 | 1 | 0.0
CCOC(=O)c1cnn(-c2cc(C)cc(C)c2)c1N | 6 | 3 | 3 | 12 | 2 | 2 | 5 | 4.3
CNc1cnn(-c2ccc(C)cc2)c(=O)c1Cl | · | 2 | · | 19 | -2 | -4 | · | ·
CC(CNC(=O)C(=O)NC(C)CCc1ccccc1)Cc1ccccc1 (centres undefined) | -8 | -2 | -3 | -9 | 0 | 2 | 3 | ·
COc1ccc2c(c1)C(=O)CC(c1ccccc1)O2 (centres undefined) | -18 | -5 | -13 | ? | 3 | -22 | 2 | -0.1
O=C(Cc1cccnc1)N[C@H]1CC[C@@H](CCn2cc(Cc3ccccc3)nn2)O[C@@H]1CO | -3 | 0 | -4 | -2 | 0 | -15 | 1 | 0.0
Cc1cccc(NC(=O)COc2ccc3c(c2)CCC3)n1 | -17 | · | 10 | 10 | · | -3 | 3 | 0.1
Cc1ccc(CN2CCN(Cc3ccc4cc(F)ccc4n3)CC2CCO)o1 (centres undefined) | 4 | 0 | -7 | 13 | -9 | 1 | -2 | ·
COc1ccc(C(=O)C2CCCN(Cc3cccn3-c3ccccn3)C2)c(C)c1 (centres undefined) | -8 | · | -12 | · | · | 6 | -3 | ·
Cc1cccc(N(CC(=O)NC(C)(C)C)C(=O)CCC(=O)Nc2ccccn2)c1 | 0 | -2 | -6 | -4 | 4 | -2 | 1 | 0.4
CC1=C(C(=O)OC2CCCCC2)C(c2ccccc2Br)NC(=O)N1 (centres undefined) | -4 | 12 | 1 | 2 | 1 | -1 | 8 | ·
O=C(NNC(=O)c1sccc1-n1cccc1)Nc1ccc(F)cc1 | 3 | · | -20 | · | · | 7 | -2 | ·
CCN1[C@@H]2Cn3c(ccc(/C=C/c4ccccc4)c3=O)[C@H]1[C@@H](C(=O)NCc1ccccn1)[C@@H]2CO | 1 | 2 | -3 | 2 | -4 | 0 | -5 | -0.2

(list continues)
structure | ERp5 inh | PglD inh | RAD52 inh | esBAF inh | RAD54 inh | ARNT-TACC3 inh | CASP6 VEID inh | E-sel inducer
O=C(COC(=O)/C=C/c1ccccc1Cl)NCC1CCCO1 (centres undefined) | 0 | -9 | -2 | -6 | -8 | -6 | 0 | -0.2
CCCn1c(N)c(Sc2ccc([N+](=O)[O-])cc2)c(=O)n(CCC)c1=O | 4 | · | -9 | · | · | 4 | -4 | ·
O=C(c1ccccc1Cl)N1CCc2ccccc2C1 | -1 | -8 | -4 | 14 | 5 | 11 | 5 | ·
COc1ccc(-c2c(C)oc3c(CN4CCCCC4C)c(O)ccc3c2=O)cc1OC (centres undefined) | 11 | 6 | -47 | 2 | -2 | 8 | -2 | -0.1
CCOC(=O)c1oc2nc(C)c3c(c2c1N)CC(C)(C)OC3 | · | 0 | · | -3 | -7 | -1 | · | ·
COCC(=O)N(C)C[C@H]1Oc2cc(-c3ccc(C#N)cc3)ccc2S(=O)(=O)N([C@@H](C)CO)C[C@H]1C | 1 | -1 | -2 | -4 | 7 | 5 | 2 | -0.2
Cc1ccc2nc(CN(C)C(=O)[C@@H](Cc3ccccc3)NC(=O)[C@H]3O[C@@H](n4cnc(C(N)=O)n4)[C@H](O)[C@@H]3O)[nH]c2c1 | 0 | · | -11 | · | · | · | 0 | 0.0
CCN(CCCNC(=O)COc1cc(=O)n(CC)c2ccccc12)c1ccccc1 | · | -5 | · | -8 | 2 | -4 | · | ·
CCC(CO)Oc1cc(NC(=O)c2cccc(F)c2)c2ncn(C(C)C)c2c1 (centres undefined) | 0 | 0&2 | -2 | -4 | 0&-1 | 22&-10 | -2 | 0.2
CC(C)(C)NC(=O)CN1CCC(O)(c2ccccc2)CC1 | -3 | -2 | -3 | -3 | 3 | 1 | 1 | ·
COc1ccc(C(=O)c2cc(OC)c(OC)c(OC)c2)cc1OC | -13 | · | -6 | -28 | · | · | -1 | 2.0
C[C@H](CO)N1C[C@H](C)[C@H](CN(C)Cc2ccncc2)Oc2ccc(NC(=O)C3CCCCC3)cc2C1=O | -7 | 2 | 3 | 3 | -8 | 5 | 0 | -2.7
C[C@H]1CN([C@@H](C)CO)C(=O)c2cccc(NC(=O)C3CCOCC3)c2O[C@H]1CN(C)S(=O)(=O)c1ccccc1 | 0 | -4 | -2 | 4 | -14 | -3 | 2 | -5.9
C[C@H]1CN([C@@H](C)CO)C(=O)c2cc(NC(=O)Cc3cn(C)c4ccccc34)ccc2O[C@@H]1CN(C)Cc1ccncc1 | -4 | 19 | -4 | 8 | 1 | -2 | -1 | -5.9
Cc1noc(C)c1NC(=O)Nc1ccc2c(c1)C(=O)N([C@H](C)CO)C[C@H](C)[C@@H](CN(C)S(=O)(=O)c1cn(C)cn1)OCCCC[C@H](C)O2 | -7 | -1 | 5 | 8 | -3 | -4 | 2 | 0.1
O=C1NC(=S)S/C1=C\c1coc2ccc(O)cc2c1=O | -2 | -5 | -51 | 1 | -16 | 10 | 14 | 2.9
COc1ccc(-c2nnc(COc3ccc(Br)cc3C)o2)cc1 | 6 | -3 | 1 | · | 6 | · | -1 | -0.1
CC(=O)c1ccc(NC(=S)N2CCN(c3ccccn3)CC2)cc1 | -10 | -4 | -4 | 4 | -5 | -36 | 2 | 6.1
O=C(NC1CCCc2ccccc21)C12CC3CC(CC(O)(C3)C1)C2 (centres undefined) | 2 | · | -12 | · | · | · | 2 | 0.1
COc1ccc(/C=N/NC(=O)CCc2ccccc2)cc1O | · | -2 | · | 14 | -14 | -2 | · | ·
O=C(COC(=O)COc1ccc(Cl)cc1Br)NC1CCCCCC1 | 2 | -2 | -6 | -8 | 4 | -3 | -1 | ·
O=S(=O)(Cc1ccc(Cl)cc1)C1CCCCC1O (centres undefined) | 7 | · | 4 | · | · | 1 | -2 | -0.1
Cc1cccc(C)c1OCC(O)CN1CCN(C(=O)c2ccccc2)CC1 (centres undefined) | 5 | · | -13 | -8 | -3 | · | 2 | -0.7
O=C(COC(=O)CC1CC2CCC1C2)Nc1c(F)cccc1F (centres undefined) | -1 | · | -24 | 19 | · | -7 | 3 | ·
CC(=O)Nc1ccc(S(=O)(=O)N(C)CC(=O)Nc2ccccc2N2CCCC2)cc1 | 2 | 3 | -10 | -6 | -2 | 0 | -4 | 0.6

More entries:
structure | ERp5 inh | PglD inh | RAD52 inh | esBAF inh | RAD54 inh | ARNT-TACC3 inh | CASP6 VEID inh | E-sel inducer
O=c1c2ccccc2oc2ccc(NCCCn3ccnc3)cc12 | 5 | -2 | -79 | -59 | -11 | -13 | -1 | -0.4
Cc1ccc(S(=O)(=O)Nc2n[nH]nc2C(=O)NC2CCCCC2)cc1 | 5 | · | -6 | · | · | 2 | 2 | ·
CCN(CC)c1ccc(/C=N/NC(=O)c2ccoc2C)c(O)c1 | 0 | -4 | -21 | · | -9 | 30 | -12 | ·
CCOC(=O)c1c(S(=O)(=O)NCC(=O)Nc2ccccc2F)c(C)n(C)c1C | -6 | -8 | -7 | -1 | -6 | · | 1 | ·
COc1ccccc1C#Cc1ccc([C@@H]2[C@H]3CN(C(=O)C4CC4)CCCCN3[C@H]2CO)cc1 | 2 | 2 | 25 | · | -5 | -4 | -2 | ·
Cc1ccc(S(=O)(=O)N2CCC(C(=O)Nc3ccc(C(C)C)cc3)CC2)cc1 | 2 | 1 | -2 | -8 | -5 | -8 | -1 | 4.5
Nc1ccc(O)c2c1C(=O)c1ccccc1C2=O | -8 | -4 | -16 | 2 | 12 | 42 | 13 | ·
CC1(C)CC(=O)C(C=NCC(N)=O)=C(O)C1 | -6 | 5 | -10 | -9 | 0 | 2 | -1 | ·
COc1ccc(/C(N)=N/OC(=O)CCc2ccccc2)cc1 | 2 | 4 | -5 | 23 | -8 | -6 | 1 | 0.0
O=C(CSc1nc(-c2ccccc2)cc(=O)[nH]1)Nc1ccccc1 | 6 | 0 | -14 | -2 | -2 | 6 | -1 | ·
COc1ccc(CN(C)C[C@H]2Oc3ccc(NS(=O)(=O)c4ccc(C)cc4)cc3CC(=O)N([C@H](C)CO)C[C@@H]2C)cc1 | 10 | · | 26 | · | · | · | 1 | 0.5
COc1cc(/C=C/C(=O)OCC(=O)N2CCCc3ccccc32)ccc1O | -21 | 0 | -4 | 5 | 4 | 1 | 1 | ·
Cc1ccc(C(=O)NCC(=O)NCCCc2ccccc2)cc1 | 3 | -7 | -5 | -9 | -4 | 0 | -2 | ·
O=C(Nc1ccc(Cl)cn1)c1ccc2ccccc2n1 | · | -3 | · | 10 | 0 | 16 | · | ·
O=C(NCC[C@H]1CC[C@@H](NC(=O)c2cnccn2)[C@H](CO)O1)Nc1ccc(Cl)cc1 | -1 | 0 | 4 | 16 | -1 | 4 | 2 | -1.7

Taken from above.
For ARNT-TACC3 inh, `O=C(Nc1ccc(Cl)cn1)c1ccc2ccccc2n1` reads 16
For esBAF inh, `CCOC(=O)c1cnn(-c2cc(C)cc(C)c2)c1N` reads 12

High-throughput results from PubChem.
